PfHsp90 set2 = reduces growth (ATP signal) of yeast expressing P. falciparum Hsp90. AID 504621. S. cerevisiae expressing PfHsp90, BacTiter-Glo ATP, 48 h; yeast lacking PDR1 and PDR3 efflux regulators. 310,000 tested, 0.32% active. inhibition, % at 9.4 µM;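 active means every replicate shows inhibition above about 80%, whatever the replicate mean, limit read from the data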;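 further: 0% = DMSO neutral controls and 100% = 20 µM radicicol positive controls; yeast relying on Plasmodium falciparum Hsp90 in place of its own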
phage Ecoli inh = E. coli growth loss with phage present. inhibition, % at 11.9 µM. 360,000 tested, 0.26% active. AID 651602. growth absorbance; in the data active means inhibition above about 11%
OPRM1-OPRD1 ag = OPRM1-OPRD1 heterodimerization agonism; cells, luminescence; activation, % at 9.3 µM; 340,000 tested, 0.3% active; AID 504326; in the data active means activation above about 18%;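 further: 0% = vehicle-treated cells and 100% = reference agonist; values of inactives mirror those of a sister screen read the other way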
Target sequence (P35372 whole entry, looked up): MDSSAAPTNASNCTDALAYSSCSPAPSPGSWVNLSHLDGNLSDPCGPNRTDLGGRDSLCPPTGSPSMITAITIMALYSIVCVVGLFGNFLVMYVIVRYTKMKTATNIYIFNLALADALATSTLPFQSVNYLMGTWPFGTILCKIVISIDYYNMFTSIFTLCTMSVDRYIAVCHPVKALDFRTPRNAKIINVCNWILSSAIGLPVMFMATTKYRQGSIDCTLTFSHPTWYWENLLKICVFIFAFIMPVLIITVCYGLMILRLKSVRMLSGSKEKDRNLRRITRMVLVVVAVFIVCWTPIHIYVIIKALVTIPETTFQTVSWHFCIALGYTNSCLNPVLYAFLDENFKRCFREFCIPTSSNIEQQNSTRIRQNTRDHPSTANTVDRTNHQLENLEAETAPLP
Target sequence (P41143 whole entry, looked up): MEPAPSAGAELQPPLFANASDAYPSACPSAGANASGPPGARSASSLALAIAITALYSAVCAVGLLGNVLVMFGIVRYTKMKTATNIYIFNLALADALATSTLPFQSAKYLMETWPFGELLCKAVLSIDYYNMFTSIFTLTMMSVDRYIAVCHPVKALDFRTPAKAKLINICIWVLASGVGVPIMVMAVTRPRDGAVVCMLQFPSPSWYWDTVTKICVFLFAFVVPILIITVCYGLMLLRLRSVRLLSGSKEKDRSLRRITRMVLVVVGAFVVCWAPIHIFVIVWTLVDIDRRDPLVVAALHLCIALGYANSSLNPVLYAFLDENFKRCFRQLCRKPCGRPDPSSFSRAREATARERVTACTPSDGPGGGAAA
Mot1-301 SUMO = blocks SUMOylation pathway, rescuing yeast Mot1-301 growth; S. cerevisiae Mot1-301 growth rescue, ATP luminescence, 38.5C; percent above DMSO median, 100 means doubled; growth rescue, % at 18.8 µM; 320,000 tested, 1% active;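 active means every valid replicate shows activation above 250% relative to neutral control wells; inactive means the rest, any valid replicate at or below 250%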;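 further: OY570 slx delta 5 strain wells were the positive control but not used for scaling; some compounds called inactive have numbers as strong as hits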
Tat export inh = blocks Tat-dependent protein export in E. coli; AID 488895; inhibition, % at 10 µM; 340,000 tested, 0.036% active; E. coli MC4100 TorA-mCherry Tat export, fluorescence;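 active means mean replicate inhibition at least 50% and at least half of replicates individually reaching 50%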;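 further: exported cargo escapes ClpAP degradation while cytoplasmic cargo is degraded and loses fluorescence; 0% = median of neutral control wells and 100% = median of NaSCN control wells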
OPRM1-OPRD1 inv = inverse agonist of human OPRM1-OPRD1 heterodimerization. AID 504357. 340,000 tested, 0.21% active. inhibition, % at 9.3 µM. cell-based MOR-DOR heterodimer luminescence, inverse agonism. P35372+P41143; in the data active means inhibition above about 22%, passing the limit was not always enough;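 further: 0% = cells with DMSO and 100% = wells without cells with DMSO; values of inactives mirror those of a sister screen read the other way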
AddAB inh = less growth of phage-infected E. coli with AddAB | E. coli expressing H. pylori AddAB, absorbance growth | inhibition, % at 11.9 µM | 330,000 tested, 0.29% active; in the data active means inhibition above about 12%;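 further: 0% = vehicle wells of infected cells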
PKA-R1A act = activates the PKA-R1A holoenzyme complex | activation, % at 11.4 µM | P00514+P68181 | PKA-R1A dissociation, Cy5-IP20 fluorescence polarization; scaled: DMSO 0%, 113 µM cGMP 100% | 340,000 tested, 0.083% active | AID 504707;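 active means percent activation above the mean of all tested compounds plus 3 SD, cut at about 19% in these data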;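 further: higher means more PKAc released from R1A so a rise in polarization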
Ecoli viability = reduces bacterial viability in AddAB counter-screen; 330,000 tested, 0.27% active; inhibition, % at 11.9 µM; E. coli V3065 growth, OD600 absorbance, 18 h;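 active means inhibition above the campaign's mean inhibition across all tested compounds plus 3 SD, cut at about 9.9% in these data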;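 further: uninfected addAB+ strain grown without phage in ampicillin broth; 0% = DMSO wells and 100% = ciprofloxacin 0.95 µg/ml wells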
Pemphigus Ab inh = human desmoglein-3 autoantibody binding inhibition | P32926 | DSG3-coupled beads, scFv-anti-DSG3-GFP binding, flow cytometry; active compounds read low | binding (percent of control), % at 10 µM | 310,000 tested, 0.48% active | AID 588358;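 active means binding more than 3 SD below its plate's average and above zero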;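 further: hits lower antibody fragment binding to DSG3; some compounds called inactive have numbers as strong as hits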
Arrestin-AP2 inh = inhibitors of human beta-arrestin and AP2 interaction; FITC-arrestin peptide / GST-AP2 beads, flow cytometry; AP2 beta2 appendage carries R879A mutation; inhibition, % at 10 µM; 340,000 tested, 0.31% active;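 active means inhibition above a set limit, near 3 SD of compounds lacking own fluorescence, cut at about 54% in these data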;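 further: plate controls were DMSO wells for no effect and 5 µM unlabelled arrestin peptide for full effect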
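Measured by: flow cytometry, FL1 (488/535 nm); Material: AP2 appendage R879A on GSH beads; Evaluation: percent response; Timing: pre-incubation 12 min, peptide binding 1 h, room temperature; Also added: 50 nM FITC-arrestin peptide; Medium: PBS with 0.05% Tween 20 and 0.1% BSA.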
* marks the source's active call; other numbers are inactive results; nt = not tested or not shown.

SMILES	PfHsp90 set2	phage Ecoli inh	OPRM1-OPRD1 ag	Mot1-301 SUMO	Tat export inh	OPRM1-OPRD1 inv	AddAB inh	PKA-R1A act	Ecoli viability	Pemphigus Ab inh	Arrestin-AP2 inh
CN(C)c1ccc(C(=O)c2ccccc2)cc1	9	4.5	-2.2	9	4	11	2.3	10	1.3	101	19
COc1ccc(/C(N)=N/OC(=O)CSc2ccc(C)cc2)cc1OC	13	3.9	1.4	-24	0	-7	1.9	-10	-0.2	98	5
COc1ccc(NC(=S)N2CCN(Cc3ccccc3)CC2)c(OC)c1	10	3.3	0.0	11	3	0	1.4	4	-0.3	101	13
CCCCn1c(SCC(=O)c2ccc3c(c2)NC(=O)CO3)nc2cc(S(N)(=O)=O)ccc21	-16	0.3	-1.0	-21	-3	5	0.5	-10	0.6	97	-16
O=[N+]([O-])c1ccc(COc2cccc(CNc3ccc(F)cc3)c2)cc1	-5	3.4	4.1	1	12	-25	-1.9	-14	0.3	101	-12
CC(=O)N(C)C(c1ccc(N(C)C)cc1)c1nnnn1-c1c(C)cccc1C (stereo not drawn)	-61	3.7	-2.0	-12	-3	10	2.4	-8	0.8	nt	4
CCOC(=O)C(NCc1ccc2c(c1)OCO2)(NC(=O)CC)C(F)(F)F (stereo not drawn)	nt	2.0	-1.5	-9	0	8	-3.0	-4	-0.4	100	-2
COc1ccc(C2C(C(=O)Nc3ccc(F)cc3)=C(C)Nc3nc(CCCO)nn32)cc1 (stereo not drawn)	nt	2.4	-2.2	178	17	11	0.2	-5	-1.9	111	2
CC1CCCN(C(=O)Cn2c(-c3nonc3N)nc3ccccc32)C1 (stereo not drawn)	nt	1.6	nt	414	-18	nt	1.6	-5	0.0	106	6
CS(=O)(=O)NCCSCc1c(Cl)cccc1Cl	-9	3.0	-0.3	-10	-8	2	0.3	4	-3.0	90	37
CCOc1cc(NC(=S)NCC2CCCO2)c(OCC)cc1NC(=O)CC (stereo not drawn)	17	2.3	-1.7	-11	-2	8	5.1	-10	2.4	102	2
CS(=O)(=O)c1cc([N+](=O)[O-])c(Sc2nc3ccccc3[nH]2)c([N+](=O)[O-])c1	2	3.0	7.8	-11	-1	-43	0.8	-1	1.8	105	45
c1ccc2cc(Sc3ncnc4c3oc3ccccc34)ccc2c1	nt	3.3	0.4	-7	14	-2	3.1	-10	0.3	nt	-2
COc1ccccc1-n1ccnc1SCC(=O)NCC1CCCO1 (stereo not drawn)	-4	2.9	-3.1	1	3	17	2.0	-4	1.6	96	-7
CC[C@H]1OC(=O)[C@H](C)[C@@H](O[C@H]2C[C@@](C)(OC)[C@@H](O)[C@H](C)O2)[C@H](C)[C@@H](O[C@@H]2O[C@H](C)C[C@H](N(C)C)[C@H]2O)[C@](C)(O)C[C@@H](C)C(=NOCOCCOC)[C@H](C)[C@@H](O)[C@]1(C)O	-15	9.9	-0.1	2	3	1	9.3	-1	11*	111	-6
CCCCSc1c(C)c2cc3c(cc2[nH]c1=O)OCO3	10	0.5	8.7	-11	-2	-51	0.2	-15	-3.5	121	2
Cc1cccc(C(=O)NCC(=O)OCC(=O)NC2CCCCCCC2)c1	-16	1.4	-0.6	254	5	4	2.8	-3	-1.8	94	-4
O=C(CCn1cnc2ccccc2c1=O)Nc1nc(-c2ccc(Br)cc2)cs1	-26	2.7	11	-20	3	-59	4.3	12	0.2	nt	5
Cc1nc2ccccc2c(=O)n1NC(=O)c1ccc(F)cc1Cl	15	1.6	-1.3	2	-1	7	2.5	8	0.0	87	3
CCOc1ccc(/C=C2\CCc3ccccc3C2=O)cc1	12	1.6	0.2	-18	-6	-1	-0.1	2	-1.1	102	3
CCc1ccc(NC(=O)CSc2nncn2-c2cccnc2)cc1	-7	1.2	-0.4	129	4	3	1.3	1	-2.7	nt	28
CCSC1=N/C(=C/c2ccsc2)C(=O)N1c1ccccc1	4	6.1	1.8	13	9	-12	-0.3	-12	-0.9	94	-11
CCSc1ncc(Cl)c(C(=O)Nc2sc3c(c2C(=O)NCc2cccnc2)CCCC3)n1	-12	0.2	-3.8	8	-11	22	1.4	-10	0.4	98	21
O=C(Nc1ccc(F)cc1)C1CCN(c2nnnn2-c2ccccc2)CC1	nt	2.1	-1.6	2	-8	8	1.8	-8	-0.4	92	6
COc1ccc(CC(=O)Nc2nnc(CC(C)C)s2)cc1S(=O)(=O)N1CCOCC1	-20	3.2	-2.6	nt	6	13	nt	-14	nt	101	-11
COc1ccc(C(=O)OCCN2C(=O)c3ccccc3C2=O)cc1	2	2.4	-0.1	-4	0	1	2.6	9	0.1	100	1
COc1cccc(-c2ccc(=O)n(CC(=O)Nc3cc4c(cc3NC(C)=O)OCCO4)n2)c1	nt	nt	-0.4	45	-1	2	-1.0	0	-0.2	99	24
CCC(=O)N1c2ccccc2-c2nnc(SC)nc2OC1c1ccc(N(C)C)cc1 (stereo not drawn)	8	2.9	-3.2	-15	-6	18	2.0	7	-1.8	nt	4
C=CCN(C(=O)Nc1ccc(F)cc1)C1CC(=O)N(c2ccc(OC)cc2)C1=O (stereo not drawn)	-12	0.5	-1.8	-4	0	10	1.1	-6	-1.7	98	8
N#CC1=C(N)OC2=C(CC/C2=C\c2ccccc2Cl)C1c1ccccc1Cl (stereo not drawn)	-4	0.6	7.7	-2	-1	-53	-1.1	-7	-0.9	108	1
CC(C)C(=O)N1CCN(c2ccc(NC(=O)c3cccs3)cc2Cl)CC1	24	2.7	2.1	3	3	-10	1.6	-3	1.2	98	19
Cc1ccc(CNCC(O)(c2ccccc2)c2ccc(Cl)cc2)cc1 (stereo not drawn)	3	6.1	4.2	nt	22	-21	nt	2	nt	110	-25
C=CCNC(=O)c1ccc([N+](=O)[O-])c(Cl)c1	nt	2.2	-2.4	7	6	13	3.0	-2	-0.5	122	38
Cc1ccc(S(=O)(=O)N2CCN(C(=O)Cn3nc(C)c([N+](=O)[O-])c3C)CC2)c(C)c1	-5	-2.4	0.3	8	-9	-1	4.5	-10	0.4	104	23
COC(=O)c1cn(NC(=O)c2cccc(OC)c2)c(=O)c2ccccc12	42	2.2	2.8	-11	6	-16	-0.5	-11	-0.2	107	1
c1cnc2ncc3sccc3c2c1	-29	1.2	-2.6	4	-7	13	3.0	-7	-1.9	98	8
O=C(COC(=O)COc1ccc(Cl)cc1)Nc1ncc(Br)s1	nt	2.1	4.3	nt	-3	-28	nt	-4	nt	114	4
COc1ccc(OC)c(-c2csc(NC(=O)C3c4ccccc4Oc4ccccc43)n2)c1	-2	1.7	3.0	15	-6	-16	0.4	-12	1.6	109	12
CC(C)CN1CCN(CC#Cc2ccccc2)CC1CCO (stereo not drawn)	-15	4.2	-1.7	6	12	9	-1.2	-4	1.7	92	-42
CC1CCCC(C)N1/N=C/c1ccccc1F (stereo not drawn)	-6	-3.9	1.4	-11	-4	-6	-0.5	-3	-1.5	129	4
COc1cc(-c2[nH]ncc2CN(C)Cc2cc(C)[nH]n2)cc(OC)c1OC	-3	6.2	-0.6	9	-8	3	0.3	3	2.9	94	12
CCc1ccc(N2CC(C(=O)Nc3cc(C)ccc3F)CC2=O)cc1 (stereo not drawn)	-13	0.8	0.6	10	10	-4	0.9	-1	-0.6	95	29
COc1ccc(Nc2cc(C)nc(NCc3ccccc3)n2)cc1	5	4.2	nt	36	3	nt	1.9	nt	0.2	104	7
Cc1ccc(S(=O)(=O)N2CCN(S(=O)(=O)c3ccccc3Br)C2=O)cc1	-1	1.8	-1.9	nt	15	9	2.3	-7	0.9	102	42
Cc1c(NC(=O)C(C)Sc2nc3ccccc3c(=O)n2CCO)c(=O)n(-c2ccccc2)n1C (stereo not drawn)	nt	1.6	-0.3	2	-1	2	2.2	-3	1.3	109	-16
O=C(O)c1ccc2c(c1)OCCO2	-10	2.6	-1.0	2	-3	5	-0.8	-3	0.2	nt	-3
COc1cccc(NC(=O)Nc2cc(NC(=O)Nc3cccc(OC)c3)c(C)nc2C)c1	-1	1.0	-2.7	0	-6	14	3.4	-9	-0.9	88	0
CC(OC(=O)c1ccc2c(c1)OCCO2)C(=O)c1ccccc1 (stereo not drawn)	-20	3.6	1.5	297	-4	-10	0.5	-5	1.4	102	-5
COc1cccc(C(=O)NCCS(=O)(=O)NCc2cccs2)c1	-7	5.0	2.7	-9	-7	-18	1.6	5	-0.1	98	-8
Cc1nc(CN(C)C(=O)CC2C(=O)NCCN2Cc2ccc(F)cc2)cs1 (stereo not drawn)	-18	1.6	-1.9	14	-4	10	0.2	-10	-2.7	95	26

Continued:
SMILES	PfHsp90 set2	phage Ecoli inh	OPRM1-OPRD1 ag	Mot1-301 SUMO	Tat export inh	OPRM1-OPRD1 inv	AddAB inh	PKA-R1A act	Ecoli viability	Pemphigus Ab inh	Arrestin-AP2 inh
CC(=O)c1ccc(N2C(=NC(=O)C(C)C)SC3CS(=O)(=O)CC32)cc1 (stereo not drawn)	18	3.1	-4.2	-3	26	25	2.7	4	-0.1	105	0
CC/C(C)=C1\SC(N2CCN(c3cccc(C(F)(F)F)c3)CC2)=NC1=O	-32	4.5	1.0	-20	-1	-4	2.2	-2	-1.0	99	4
CCc1ccc(OCc2cccc(C(=O)N/N=C\c3cnn(C)c3C)c2)cc1	16	3.5	-1.7	nt	-6	9	nt	1	nt	92	10
CN(Cc1ccccc1)Cc1c[nH]c2ccccc12	3	0.3	-0.9	-1	-1	5	0.9	1	3.0	105	5
Cc1cc(C)cc(OCCN2CCOCC2)c1	15	1.6	-2.3	-1	2	11	2.2	-6	-1.7	118	-14
COc1ccccc1NC(=O)c1ccc(C)s1	-9	0.7	-2.5	0	0	14	0.8	-3	-1.7	104	-2
Cc1cc(C(=O)Nc2sccc2C(N)=O)c(C)o1	32	3.3	-1.4	48	1	7	2.9	5	1.1	89	0
Cc1ccccc1Nc1nnc(SCC(=O)c2cc3ccccc3o2)s1	3	2.6	1.0	8	11	-5	1.2	-13	-0.3	105	0
O=C(CCc1ccccc1)Nc1ccccc1F	18	1.7	-1.8	-15	2	8	1.9	-1	1.9	102	5
Cc1occc1C(=O)NCc1nc(-c2ccc(Cl)cc2)no1	-1	0.8	-1.7	308	-12	9	4.6	-5	-1.1	104	18
COc1cc(Br)c(CC2c3cc(OC)c(OC)cc3CCN2C)cc1OC (stereo not drawn)	-5	0.4	-2.5	nt	11	11	nt	-1	nt	100	24
Cc1onc(C(=O)/C=C/N(C)C)c1C(=O)Nc1nccs1	-5	-1.9	-3.2	-2	7	14	5.0	-1	-0.6	105	-2

Source: PubChem BioAssay
